Screening results from PubChem.
mcGAS MS inh – mouse cGAS inhibition by mass spec. Q8C6L5. recombinant mouse cGAS, cGAMP by RapidFire MS. inhibition, % at 12.5 µM. 130,000 tested, 0.18% active;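 active means inhibition of cGAS enzyme activity at or above 60%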;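 further: enzyme stimulated by 45 bp dsDNA with ATP and GTP substrates; cGAMP share of summed cGAMP plus half ATP and half GTP signals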
Target sequence (Q8C6L5 whole entry, looked up): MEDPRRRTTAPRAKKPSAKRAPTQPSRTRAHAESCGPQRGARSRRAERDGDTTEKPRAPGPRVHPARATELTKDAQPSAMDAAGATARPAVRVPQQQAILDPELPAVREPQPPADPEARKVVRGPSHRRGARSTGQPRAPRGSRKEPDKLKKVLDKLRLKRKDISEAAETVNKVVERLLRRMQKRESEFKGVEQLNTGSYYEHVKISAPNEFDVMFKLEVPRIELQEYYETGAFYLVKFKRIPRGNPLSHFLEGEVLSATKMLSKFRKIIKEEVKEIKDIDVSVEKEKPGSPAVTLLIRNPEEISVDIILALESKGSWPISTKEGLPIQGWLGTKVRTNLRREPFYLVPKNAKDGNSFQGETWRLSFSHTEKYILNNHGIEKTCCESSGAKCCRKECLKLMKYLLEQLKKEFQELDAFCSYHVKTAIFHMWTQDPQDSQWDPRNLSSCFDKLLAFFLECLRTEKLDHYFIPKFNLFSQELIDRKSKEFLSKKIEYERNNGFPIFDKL
* = called active by the depositor. Some of the compounds tested; the hit share may differ from the screen's.

mcGAS MS inh,Molecule
-6.8,O=C(NCC1COc2ccccc2O1)C(=O)c1cn(CC(=O)N2CCOCC2)c2ccccc12 (centres undefined)
-4.8,CNS(=O)(=O)c1cc(-c2nnc(Nc3cccc(C)c3)c3ccccc23)ccc1C
8.2,CCOC(=O)C1(c2csc(N)n2)COC(=O)C1 (centres undefined)
3.3,Cc1noc(C)c1CN1CCN2C(C(=O)Nc3cccnc3)=COC2=NC1=O
-5.3,CC(C)Oc1c(-c2ccco2)c(=O)c1=O
1.5,Cc1ccc(Nc2nc(-c3cnc(N4CCN(C)CC4)nc3C)cc(=O)[nH]2)cc1C
-15.7,CCn1c(CN(C)C(=O)Nc2cc(F)ccc2F)nc2ccccc21
-14.7,Cc1ccc(C(C)Cc2c(-c3ccccc3)ncn2CCc2cnccn2)o1 (centres undefined)
-2.7,C#CCN(C(=O)c1ncoc1C(C)C)C1CCS(=O)(=O)C1 (centres undefined)
21.4,CCN(C(=O)CSc1nnc(C)c(=O)[nH]1)c1cccc2ccccc12
-24.8,COc1ccc(NC2(C(=O)N3CCn4cncc4C3)CCCC2)cc1
5.4,O=C1NC2(CCSC2)C(=O)N1Cc1sc2ccccc2c1Cl (centres undefined)
-6.5,O=C(Nc1cccc(-n2cncn2)c1)C1=CN2CCN(Cc3ccccc3C(F)(F)F)C(=O)N=C2O1
4.5,COc1cc(CN2CCCC2c2ccc(O)cc2)cc(Br)c1OC (centres undefined)
-46.6,Cc1nc(N2CCNC(=O)CC2C)c2c(CC(C)C)csc2n1 (centres undefined)
-5.4,CC(C)n1c(CN2CCN(C(=O)c3ccco3)CC2)nc2c1c(=O)n(C)c(=O)n2C
-4.2,COC(=O)c1ccn(C(=O)c2ccnn2C)n1
0.5,Oc1[nH]c2cc3c(cc2c1N=NCc1ccccc1Cl)OCCCO3
-2.4,CC(C)(C)CC(=O)Nc1ccc(-n2ccnc2)nc1
-17.4,NC(=O)c1cnc2n1CCN(C(=O)COCc1ccccc1)C2
-3.0,Cc1cccc(C(=O)NC(C)C(=O)N(C)Cc2ccc(N(C)C)cc2)c1 (centres undefined)
-1.3,Cc1cccc(NC(=O)c2csc3nc(-c4ccccc4)cn23)n1
-10.4,Cc1nc(CCNC(=O)CC2C(=O)NCCN2Cc2ccoc2)sc1C (centres undefined)
-60.1,CC12CCC(C(=O)N3CCOCC3)(CC1=O)C2(C)C (centres undefined)
-10.1,CC(C)[N+]1(C)C2CCC1CC(OC(=O)C(CO)c1ccccc1)C2 (centres undefined)
-3.1,Cc1nc(-c2ccncc2C(=O)N2CCCC2C2CCCN2C)no1 (centres undefined)
-11.4,Cc1ccc(C(c2ccccn2)N(C)S(=O)(=O)c2cnc[nH]2)cc1 (centres undefined)
4.8,C=C1c2ccccc2N=C(SCC(=O)Nc2ccc(C)cc2Cl)N1C
-5.1,CN(c1cc(Cl)nc(N)n1)C1CCN(c2ccccc2)C1=O (centres undefined)
-1.3,O=C(Nc1ccc2c(c1)OC(F)(F)O2)c1ccccc1C1CCNC1 (centres undefined)
-4.8,FC(F)(F)c1cc(NCCN2CCCCC2)n2ncnc2n1
-3.2,COC(=O)CN1C(=O)[C@H](CC(C)C)NC12CCN(C(=O)c1ccccc1C(F)(F)F)CC2
-4.2,N#Cc1cccc(COc2ccc(NC(=O)NCCO)cc2Cl)c1
-5.6,CN(C)CC1(O)CCCN(C(=O)c2ccccc2N2CCCC2)CC1 (centres undefined)
-11.6,CCCOCc1nc2c([nH]1)CC(C)(C)CNC2=O
-3.5,O=C(Nc1ccccc1NCC(F)(F)F)c1ccc(-c2cnco2)cc1
-6.9,Fc1cc2ncnc(NCC3(N4CCOCC4)CCCC3)c2cc1F
1.8,N#CC(=Cc1cccnc1)C(=O)Nc1ccc(F)cc1
0.6,CCS(=O)(=O)Oc1cc(CNC2CC2)ccc1OC
-17.9,CCCCC1C=CCN1C(=O)c1cccc(C#CC(C)(C)O)c1 (centres undefined)
-13.9,Cc1ccc(CN2CCC(CNC(=O)c3cc(C)nn3C)CC2)cc1
-3.7,CC(N)=N[C@@H](CCC(=O)O)C(=O)O
-1.7,Cc1cc(C=NNC(=S)NC(C)C)c(C)n1CC(C)C
-12.7,CN(C)C(=O)CNS(=O)(=O)c1ccc(F)cc1F
-16.3,COCCc1noc(C2CCCCN2C(=O)c2cnn3c2CCCC3)n1 (centres undefined)
-5.1,Cc1cccc(C(=O)NNC(=O)COc2cc(C)c(Cl)c(C)c2)c1
-11.5,CC(=O)N(C)c1ccc(NC(=O)c2ccc(Cn3cc(Br)cn3)cc2)cc1
-9.1,Cc1nnnn1-c1cccc(C(=O)N2CCNCC2C(=O)N2CCCC2)c1 (centres undefined)
-13.8,CN(Cc1ncnn1C)C(=O)NCCCc1nc2c(s1)CCCC2
-1.1,O=C1OC(c2ccccc2Br)=N/C1=C\N1CCOCC1
-16.4,CC(C)n1cc(C(=O)N2C[C@H]3OC(=O)N(CCN4CCCCC4)[C@H]3C2)cn1
-6.9,Cc1ccccc1N1CCN(C2CCCN(C(=O)c3ccc(Cl)c(Cl)c3)C2)CC1 (centres undefined)
-2.1,O=C1Nc2ccccc2C1=C1CCN(C(=O)Nc2ccccn2)CC1
2.9,COCCn1c(N2CCOCC2)nc2c1c(=O)[nH]c(=O)n2C
-9.4,Cc1sc(-n2cccc2)c(C(=O)N2CC[C@H]3CC[C@@H](C2)N3)c1C
-2.9,O=C(Nc1cccs1)N1CCn2cccc2C1c1ccccc1F (centres undefined)

(further entries)
mcGAS MS inh,Molecule
-7.5,Cc1nnnn1CC(=O)Nc1ccccc1
-3.1,COc1ccccc1NC(=O)CSc1nnc(C)n1-n1cccc1
-12.2,c1ccc2c(c1)nc(N1CCOCC1)c1nnnn12
9.0,CCN1CCN(S(=O)(=O)c2cccc(NC(=O)c3cnccn3)c2)CC1
2.9,Cc1cc(NC(=O)c2ccccc2F)no1
-7.3,CCOc1ccc(Cl)c(C(=O)NC2(C#N)CCSC2)n1 (centres undefined)
-3.1,Cc1ccc(S(=O)(=O)/C(C#N)=C/N2CCN(Cc3ccc4c(c3)OCO4)CC2)cc1C
-5.6,COc1ccccc1N1C(=S)NC(c2cccc(C#N)c2)C(C(=O)N(C)C)=C1C (centres undefined)
-36.6,CCc1noc(CN(CC)C(=O)c2cnn(CC)c2C)n1
-8.1,N#Cc1c[nH]n2c(NC3CCCCC3)c(-c3cccs3)nc12
2.4,CCOC(=O)Cc1csc2ncc(NC(=O)c3ccc(F)cc3)c(=O)n12
8.0,COc1ccc(S(=O)(=O)NCC2CCCN(C(=O)c3occc3C)C2)cc1 (centres undefined)
-9.0,CCCCCCCCN(Cc1nccn1C)C(=O)Cc1ccc2c(c1)OCO2
-6.2,Cn1ccc2c(C(=O)OC[C@H]3COC(C)(C)O3)cccc21
-2.4,CCC(=O)C1=C(c2ccc(CC)cc2)N(C(=O)CC)n2c(C)nnc2S1
-8.6,O=C(NCc1c(-c2ccccc2)nc2n1CCS2)C1c2ccccc2Oc2ccccc21
7.1,CCCCCCCCCCCCCCCCCCN(C)C
-4.9,Cc1nccn1C(C)c1nc(C2CC2)nn1-c1cccc2cccnc12 (centres undefined)
-3.5,COCCCn1c(SC(C(=O)NC2CC2)c2ccccc2)nnc1-c1ccccc1Cl (centres undefined)
-10.6,COc1ccc(CNc2n[nH]c(=S)s2)cc1
5.0,O=C(NCCc1ccc(C(F)(F)F)cc1)C1=COCCO1
4.0,COCCn1c(-c2c[nH]c(C(=O)N3CCCC3)c2)csc1=Nc1ccccc1F
-6.7,Fc1ccc(NN=Cc2c[nH]c3ccccc23)c(F)c1
-1.9,COCCOC(=O)c1ccc(NC(=O)c2c(-c3ccccc3Cl)noc2C)cc1
-6.1,Cc1ccc(CN(C)C(=O)NCc2ccc(-n3cccn3)nc2)c(C)c1
-6.0,CNC(=S)Nn1cnc2ccccc21
-2.1,CCOC(=O)Cn1c(=O)c2c(nc3n2CCN3c2ccc(F)cc2)n(C)c1=O
-28.7,Cc1c(CNC(=O)C2(N3CCCCC3)Cc3ccccc3C2)cnn1C
7.3,COC(=O)[C@H](C(C)C)n1c(C)c(C(C)=O)c(C(C)=O)c1C
4.2,CC(=O)N1CCCC(C(=O)OC(C(=O)Nc2cc(C)cc(C)c2)c2ccccc2)C1 (centres undefined)
-8.5,CCC(C)n1cc(C(=O)NCc2cccc(C)n2)c(=O)c(C(=O)N2CCCCCC2)c1 (centres undefined)
-2.5,COc1ccc(C2Nc3cccc(C)c3C(=O)N2C)cc1O (centres undefined)

Nothing new here: 20 of the compounds above.
mcGAS MS inh,Molecule
-8.1,N#Cc1c[nH]n2c(NC3CCCCC3)c(-c3cccs3)nc12
2.4,CCOC(=O)Cc1csc2ncc(NC(=O)c3ccc(F)cc3)c(=O)n12
8.0,COc1ccc(S(=O)(=O)NCC2CCCN(C(=O)c3occc3C)C2)cc1 (centres undefined)
-9.0,CCCCCCCCN(Cc1nccn1C)C(=O)Cc1ccc2c(c1)OCO2
-6.2,Cn1ccc2c(C(=O)OC[C@H]3COC(C)(C)O3)cccc21
-2.4,CCC(=O)C1=C(c2ccc(CC)cc2)N(C(=O)CC)n2c(C)nnc2S1
-8.6,O=C(NCc1c(-c2ccccc2)nc2n1CCS2)C1c2ccccc2Oc2ccccc21
7.1,CCCCCCCCCCCCCCCCCCN(C)C
-4.9,Cc1nccn1C(C)c1nc(C2CC2)nn1-c1cccc2cccnc12 (centres undefined)
-3.5,COCCCn1c(SC(C(=O)NC2CC2)c2ccccc2)nnc1-c1ccccc1Cl (centres undefined)
-10.6,COc1ccc(CNc2n[nH]c(=S)s2)cc1
5.0,O=C(NCCc1ccc(C(F)(F)F)cc1)C1=COCCO1
4.0,COCCn1c(-c2c[nH]c(C(=O)N3CCCC3)c2)csc1=Nc1ccccc1F
-6.7,Fc1ccc(NN=Cc2c[nH]c3ccccc23)c(F)c1
-1.9,COCCOC(=O)c1ccc(NC(=O)c2c(-c3ccccc3Cl)noc2C)cc1
-6.1,Cc1ccc(CN(C)C(=O)NCc2ccc(-n3cccn3)nc2)c(C)c1
-6.0,CNC(=S)Nn1cnc2ccccc21
-2.1,CCOC(=O)Cn1c(=O)c2c(nc3n2CCN3c2ccc(F)cc2)n(C)c1=O
-28.7,Cc1c(CNC(=O)C2(N3CCCCC3)Cc3ccccc3C2)cnn1C
7.3,COC(=O)[C@H](C(C)C)n1c(C)c(C(C)=O)c(C(C)=O)c1C

New compounds follow
mcGAS MS inh,Molecule
-10.4,CCN(CCO)Cc1cn(C)nc1-c1ccc(C2CCCCC2)cc1
4.2,COC(C)CCOC(=O)c1cc(C(C)C)[nH]n1 (centres undefined)
-0.4,CCSC1CCC1(O)CNC(=O)c1c(F)cc(F)cc1F (centres undefined)
-10.3,CN(CC1CCCN(CCc2ccccc2F)C1)C(=O)c1ccnn1C (centres undefined)
-4.1,O=C(Nc1ccc(-c2noc(-c3cccs3)n2)cc1)c1cccc(Cl)c1
6.4,CC(C)c1nc(CN(C)C(=O)C2CCC(=O)N(CCc3ccccn3)C2)no1 (centres undefined)
-7.0,C=CCNC(=O)C1CC(=O)N(C2CCCCCC2)C1 (centres undefined)
-19.4,Cc1cc(C)n(CC2CCCCN2Cc2c(C)nn(C)c2Cl)n1 (centres undefined)
-8.5,CN1CCn2nc(C(=O)NCCn3nc(-c4ccccc4)ccc3=O)cc2C1
-16.7,O=C(Nc1ccc2c(c1)CCN2C(=O)c1ccoc1)C1CC(c2ccccc2)=NO1 (centres undefined)
-10.3,C/C(=C/C(=O)NC1CCN(C(=O)C(C)C)CC1)c1ccccc1Cl
-17.2,N#CCCN(C(=O)c1ccc2nonc2c1)C1CC1
-5.9,O=C(c1cccs1)C1CCCN(C(=O)c2cn(CCc3ccccc3)nn2)C1 (centres undefined)
51.9,CCN1CCN(C(=S)N=P(c2ccccc2)(N(CC)CC)N(CC)CC)CC1
-1.2,Cc1ccc(NC(=O)NC2CCCCC2CO)c(C)c1 (centres undefined)
0.0,CNc1nnc(SCC(=O)c2c(N)n(C3CC3)c(=O)[nH]c2=O)s1
2.6,CN(c1ccccc1)S(=O)(=O)c1cccc(C(=O)NC(C)(C)C)c1
-7.9,Cc1noc(C(NC(=O)CCC(=O)c2ccccc2)C(C)C)n1 (centres undefined)
-6.6,O=c1c2cc(Cl)ccc2ncn1CCCOc1ccc(Cl)cc1
-15.8,CC(=O)c1cn(CC(=O)NC2CCC(n3cnnc3)CC2)c2ccccc12 (centres undefined)
-7.8,CC(C)(CNCc1ccc(-c2ccccc2Br)s1)N1CCS(=O)CC1
-10.3,Cc1cc(=O)[nH]c(C(C)N2CCN(c3nc(C)ns3)CC2)n1 (centres undefined)
-8.2,O=C(C1CCC(=O)N(C2CCCCCC2)C1)N1CCN(C2CCCC2)C(=O)C1 (centres undefined)
9.4,COc1cc(-c2nnc(SC(C)C(=O)c3ccc(Br)cc3)o2)cc(OC)c1OC (centres undefined)
-1.3,Cc1ccc(Cl)c(Oc2cc(Cl)ncn2)c1
4.0,CC1(C(=O)O)CCCN1C(=O)c1cccc(C(F)(F)F)c1 (centres undefined)
-26.3,CCC(Nc1cccc(OC)c1)C(=O)NCc1cc(=O)[nH]cn1 (centres undefined)
39.4,CC1(C(=O)Nc2cccc3cccnc23)CCN1Cc1csc2ccccc12 (centres undefined)
0.0,CSCCC(NC(=O)COc1ccccc1)C(=O)N1CCCC(C)C1 (centres undefined)
-3.3,OCc1ccccc1O
-7.7,CCCC(C)c1nnc(NC(=O)c2cnc(-c3ccccn3)nc2)s1 (centres undefined)
-2.4,CCc1nc(C2CCN(C(=O)c3nc4cccc(C)n4c3F)CC2)cc(=O)[nH]1
-2.4,CCCCc1ccc(Nc2nnc(C)c(=O)[nH]2)cc1
-25.4,CC(C)N(C#N)c1nc(N2CCOCC2)nc(N2CCOCC2)n1
0.1,CC(NC(=S)NC1CCCCC1)C(c1cccs1)N1CCCC1 (centres undefined)
-2.0,CC(C)C(Cc1ccc(F)cc1)NC(=O)N1CCNC(=O)CC1 (centres undefined)
-7.6,O=C(O)c1[nH]ncc1CN1CCCC(C(=O)c2ccc(C(F)(F)F)cc2)C1 (centres undefined)
2.2,CCOc1ccc(C(=O)CSc2nc3sc(C)cc3c(=O)n2C)cc1
-7.7,O=C(NC1CCCCC1)N1CCC(n2cc(-c3ccccn3)nn2)CC1
0.8,COC(=O)CCC(=O)N1CCCC(CNC(=O)C2(c3ccc(Cl)cc3)CC2)C1 (centres undefined)
